Screening data (PubChem)
TRPC4 PAM = positive allosteric modulators of TRPC4, primary screen, cell-based, mouse TRPC4beta, HEK293 mu-opioid, Fluo-4 calcium. DAMGO EC20, Fluo-4 Ca2+ flux; hits give high values. B-score at 10 µM. 310,000 tested, 0.42% active. AID 2227, 2009;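 active = B-score of calcium response area above 5 SD of library B-scores, with initial fluorescence ratio within 5 SD of library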;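 note: B-score of integrated fluorescence ratio over time as area under calcium response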
PolyA inhibitor = polyadenylation inhibitors in yeast reporter cells, primary screen, luminescence, S. cerevisiae; 300,000 tested, 0.02% active; calls only at 12 µM; S. cerevisiae SKY197-pL101 polyadenylation reporter, beta-gal luminescence; efflux-impaired pdr1/pdr3 knockout yeast; score 100 = 6 SD above DMSO; AID 1875, 2009;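 active = lowest replicate activity score at least 50, where 100 means six control SD above control mean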;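 note: yeast exposed to compound for 9 h at 30 °C; higher score means more reporter readthrough which indicates perturbed polyadenylation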
MrgX1 allo act = positive allosteric modulators of MrgX1, primary screen, HEK293 cells, Fluo-4 calcium flux; Mas-related G-protein coupled receptor member X1 (Homo sapiens), Q96LB2; FDSS; hits give high values; B-score at 10 µM; 310,000 tested, 0.63% active; AID 588675, 2011;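 active = plate-corrected calcium response at least 3 library SD above typical, normal starting fluorescence, not activating the receptor alone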;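 note: compound read alongside a low EC10 to EC30 dose of BAM8-22 agonist; peak minus trough fluorescence over baseline measured at the second addition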
TRPC4 block = inhibitors of mouse TRPC4 channel, primary screen, Fluo4 calcium, HEK293 TRPC4beta/mu-opioid cells. DAMGO-evoked Fluo4 calcium flux; hits give low values. 300,000 tested, 0.39% active. B-score at 10 µM;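 active = B-score over 3 SD under the library average, no early fluorescence shift, positive overall ratio signal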
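material = TRPC4beta/mu-opioid receptor HEK293 cell line | probe or stimulus = sequential submaximal and maximal DAMGO stimulation | compound dosing = one concentration per compound | measured by = Fluo4 Ca2+ flux fluorescence | evaluation = integrated fluorescence ratio relative to baseline, converted to per-well B score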
AI-2 QS mod = Vibrio harveyi AI-2 quorum sensing modulators, primary screen, JMH597 strain, luminescence/OD600 ratio; Vibrio harveyi JMH597 AI-2 luminescence/OD600 ratio, 9 h; hits give low values; strain lacks LuxN and CqsS sensors; 0 = neutral-control median; activity change, % at 7.5 µM; 300,000 tested, 0.4% active; AID 2094, 2009; in the data active = activity change below about -75%, passing the limit was not always enough;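 note: luminescence divided by OD600 gain over 9 h not by final OD600 alone; inactives centre near 13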
TRPC4 act = activators of mouse TRPC4 channel, primary screen, Fluo4 calcium, HEK293 TRPC4beta/mu-opioid cells. Fluo4 calcium fluorescence; hits give high values. B-score at 10 µM. 310,000 tested, 0.49% active. Short transient receptor potential channel 4 (Mus musculus), Q9QUQ5. AID 2237, 2010;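 active = B-score above 5 SD of library B-scores, and initial fluorescence ratio not above library mean plus 5 SD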;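 note: positive B-score marks a calcium rise read as TRPC4 activation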
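Assay system: HEK293 cells stably co-expressing mouse TRPC4beta and mu-opioid receptor / Timing: Fluo4 dye loading 45 min at room temperature, 110 s recording / Signal: Fluo4 calcium-sensitive dye fluorescence, kinetic, 1 Hz baseline / Read-out: integrated baseline-normalised fluorescence ratio, converted to per-well B score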
MrgX1 antag = antagonists of human MrgX1 receptor, primary screen, HEK293 cells, Fluo-4 calcium flux; Mas-related G-protein coupled receptor member X1 (Homo sapiens), Q96LB2; BAM8-22 antagonism; hits give low values; B-score at 10 µM; 310,000 tested, 1.3% active; AID 588676, 2011;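 active = calcium-response B-score plate-corrected more than 3 library SD below zero, starting fluorescence within 5 deviations, no agonist response on first addition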;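 note: peak minus trough fluorescence over baseline after final BAM8-22 challenge near maximal dose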
TRPC6 activator = mouse TRPC6 channel activators, primary screen, cell-based, HEK293, membrane potential dye | 310,000 tested, 0.13% active | B-score at 10 µM | Short transient receptor potential channel 6 (Mus musculus), Q61143 | HEK293-TRPC6 membrane potential dye fluorescence; hits give high values;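 active = B-score of the integrated fluorescence ratio above library mean plus 3 SD, and starting fluorescence ratio within library mean plus 5 SD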;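 note: higher score means more depolarization so channel activation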
Target sequence (Q61143 whole entry, looked up): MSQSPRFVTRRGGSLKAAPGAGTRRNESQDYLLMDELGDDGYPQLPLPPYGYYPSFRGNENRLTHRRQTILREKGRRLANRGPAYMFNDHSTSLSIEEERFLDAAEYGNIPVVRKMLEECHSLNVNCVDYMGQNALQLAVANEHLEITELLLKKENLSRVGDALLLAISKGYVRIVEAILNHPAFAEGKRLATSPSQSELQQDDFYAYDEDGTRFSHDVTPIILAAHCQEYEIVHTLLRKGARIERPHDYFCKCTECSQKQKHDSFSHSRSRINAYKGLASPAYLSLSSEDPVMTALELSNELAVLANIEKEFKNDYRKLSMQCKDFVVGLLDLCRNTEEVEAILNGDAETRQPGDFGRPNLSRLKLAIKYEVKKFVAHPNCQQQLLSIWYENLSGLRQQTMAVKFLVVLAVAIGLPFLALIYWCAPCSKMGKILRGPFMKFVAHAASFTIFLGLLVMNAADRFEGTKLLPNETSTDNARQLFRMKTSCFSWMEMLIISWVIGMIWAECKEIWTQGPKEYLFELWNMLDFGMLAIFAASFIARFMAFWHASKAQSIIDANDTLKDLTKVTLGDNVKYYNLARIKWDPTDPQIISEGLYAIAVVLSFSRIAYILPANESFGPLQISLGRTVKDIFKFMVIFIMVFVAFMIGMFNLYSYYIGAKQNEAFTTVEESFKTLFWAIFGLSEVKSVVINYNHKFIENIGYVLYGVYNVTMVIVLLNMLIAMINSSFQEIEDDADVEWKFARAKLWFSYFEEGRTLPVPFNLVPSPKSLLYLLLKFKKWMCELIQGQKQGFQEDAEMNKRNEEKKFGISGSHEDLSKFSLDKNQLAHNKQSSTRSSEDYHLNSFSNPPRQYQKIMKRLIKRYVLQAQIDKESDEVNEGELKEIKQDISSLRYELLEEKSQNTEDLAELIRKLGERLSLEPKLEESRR
TRPC6 inhibitor = mouse TRPC6 channel inhibitors, primary screen, cell-based, HEK293, membrane potential dye. Short transient receptor potential channel 6 (Mus musculus), Q61143. ACh-evoked depolarization; hits give low values. B-score at 10 µM. 310,000 tested, 1.1% active. AID 2553, 2010;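 active = B-score under library mean minus 3 SD, initial fluorescence not abnormally high, positive integrated signal ratio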;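 note: B-score derived from integrated fluorescence ratio over the kinetic read; more negative B-score means stronger inhibition of depolarization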
MrgX1 agonist = agonists of human MrgX1 receptor, primary screen, HEK293 cells, Fluo-4 calcium flux; Mas-related G-protein coupled receptor member X1 (Homo sapiens), Q96LB2; Fluo-4 calcium fluorescence, agonist mode; hits give high values; B-score at 10 µM; 310,000 tested, 0.44% active; AID 588627, 2011;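 active = calcium response B-score plate-corrected fluorescence ratio at least 3 library SD, with starting fluorescence B-score inside 5 SD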
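Material – MrgX1-expressing HEK293 cells · Input – 15,000 cells seeded per well · Dosing – compound as first of three additions · Times – overnight seeding, then 1 h dark dye loading · Measured by – kinetic Fluo-4 NW fluorescence of intracellular calcium · Read-out – B-scored fluorescence response ratio · Benchmarks – positive and negative control wells on each plate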
HIF act = HIF pathway transcriptional activators, primary screen, cell-based, U2OS HRE-luciferase, luminescence | U2OS HRE-luciferase reporter; normalized: DMSO 0%, desferrioxamine 100% | activation, % at 7.5 µM (by protocol) | 300,000 tested, 0.32% active | AID 1910, 2009;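 active = mean activation of at least 10% of the iron chelator positive control signal, with at least half of replicates also reaching 10%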
Numbers without * were called inactive; i = inactive; · = not tested or not shown. Some of the compounds tested, so the mix of outcomes need not match the whole.

SMILES | TRPC4 PAM | PolyA inhibitor | MrgX1 allo act | TRPC4 block | AI-2 QS mod | TRPC4 act | MrgX1 antag | TRPC6 activator | TRPC6 inhibitor | MrgX1 agonist | HIF act
c1ccc(/N=C2\N=C(Nc3ccccn3)c3ccccc32)nc1 | i | i | i | i | 19 | i | i | i | i | i | 0.3
COC(=O)C1=C(C)N(C)C(=O)NC1c1c(O)ccc2ccccc12 (configuration not stated) | i | i | i | i | 8 | i | i | i | i | i | -1.5
COc1ccc2[nH]c(=O)c(CN(C(C)=O)c3cccc(C)c3)cc2c1 | i | i | i | i | 13 | i | i | i | i | i | -0.2
CSCC[C@H](NC(=O)NCc1cccs1)C(=O)O | i | i | i | i | 3 | i | i | i | i | i | 0.1
O=S1(=O)CCOC[C@H](c2ccccc2)N1Cc1ccccc1F | i | i | i | i | -1 | i | -6.5* | i | i | i | 0.2
Cn1c(=O)c(=O)n(C)c2cc(N3CCCC3)c(NS(=O)(=O)c3ccc(F)cc3)cc21 | i | i | i | i | 7 | i | i | i | i | i | -0.1
Cc1ccc(C)c(NC(=O)Cn2nc([N+](=O)[O-])c(Br)c2C)c1 | i | i | i | i | 29 | i | i | i | i | i | -0.5
CC(=O)c1cc(NC(=O)c2ccc(C)cc2)c(=O)oc1/C=C/N(C)C | i | i | i | i | 41 | i | i | i | i | i | 1.7
CCc1ccc(NC(=O)CCNS(=O)(=O)c2cccs2)cc1 | i | i | i | i | 17 | i | i | i | i | i | 0.3
O=C(O)C1C2C=CC(C2)C1C(=O)NCCC1=CCCCC1 (configuration not stated) | i | i | i | i | 8 | i | i | i | i | i | 0.3
CC(C)OC(=O)c1ccc(NC(=O)Cn2c(-c3nonc3N)nc3ccccc32)cc1 | i | i | i | i | -1 | i | i | i | i | i | -2.6
CCN(CC(=O)NC1CCS(=O)(=O)C1)S(=O)(=O)c1ccc(Cl)cc1C(F)(F)F (configuration not stated) | i | i | i | i | 17 | i | i | i | i | i | -0.3
COc1cc(C2c3cc4c(cc3C(OC3OC5COC(c6cccs6)OC5C(O)C3O)C3COC(=O)C23)OCO4)cc(OC)c1O (configuration not stated) | i | i | i | i | 12 | i | i | i | i | i | 8.7
CC(=O)Nc1ccc(NC(=O)C2c3ccccc3Oc3ccccc32)cc1 | i | i | i | i | 5 | i | i | i | i | i | 0.0
CC(C)(C)c1csc(N/N=C/c2ccc(O)cc2)n1 | i | i | i | i | 9 | i | i | i | i | i | 4.2
CC(C)N(CC(N)=O)c1ncnc2sc(-c3ccccc3)cc12 | i | i | i | i | -2 | i | i | i | i | i | 0.1
CCN1CCN(C(=O)c2ccc(CN(c3ccccc3)S(=O)(=O)c3ccccc3)cc2)CC1 | i | i | i | i | 11 | i | i | i | i | i | -1.2
Cc1ccc(S(=O)(=O)N2CCN(C(=O)CC(C)(C)C)CC2)cc1 | i | i | i | i | -6 | i | i | i | i | i | -0.2
CC1CCN(c2ccc(-c3ccc(NC(=O)C(F)(F)F)cc3)nn2)CC1 | i | i | i | i | 6 | i | i | i | i | i | -3.4
Cn1c2c(c(=O)n(C)c1=O)C(c1ccc(O)cc1)Nc1ccccc1O2 (configuration not stated) | i | i | i | i | 11 | i | i | i | i | i | -0.4
CCc1sc(C(=O)Nc2ccc(F)cc2C)cc1C | i | i | i | i | 4 | i | i | i | i | i | 1.2
Cc1ccc(Sc2ccc(C(=O)NC(C)C)cc2[N+](=O)[O-])cc1 | i | i | i | i | 5 | i | i | i | i | i | -0.6
C/C(=N\NC(=O)c1nnn(-c2nonc2N)c1CSc1ccc(Cl)cc1)c1cccnc1 | i | i | i | i | -36 | i | i | i | i | i | 0.1
Cc1cc(C)c(OCC(=O)NCC2CCCO2)c(C)c1 (configuration not stated) | i | i | i | i | 7 | i | i | i | i | i | 0.0
CC(=O)N1CCN(CC(=O)c2ccc(Br)cc2)CC1 | i | i | i | i | 33 | i | i | i | i | i | 0.6
Cc1ccc2[nH]c(=O)c(CN(CC3COCCO3)C(=O)Nc3ccccc3F)cc2c1 (configuration not stated) | i | i | i | i | 24 | i | i | i | i | i | 1.2
CCOC(=O)c1c(S(=O)(=O)Nc2ccc(C)cn2)c(C)n(C)c1C | i | i | i | i | -9 | i | i | i | i | i | -0.3
O=c1nc(-c2ccccc2)c(-c2ccccc2)n[nH]1 | i | i | i | i | 14 | i | i | i | i | i | -0.2
CC1CC(C)(C)NC(=S)N1CCC(=O)N1CCN(c2ccccc2)CC1 (configuration not stated) | i | i | i | i | 10 | i | i | i | i | i | 0.1
Cc1ccc(C(=O)CSc2nnc(COc3cccc4cccnc34)o2)cc1 | i | i | i | i | 0 | i | i | i | i | i | 0.1
COc1cccc(OCCNC(=O)Nc2cc(F)c(F)cc2Cl)c1 | i | i | i | i | 33 | i | i | i | i | i | -0.6
Nc1nc(N)c(N=O)c(OCC2CCCCC2)n1 | i | i | i | i | 21 | i | i | i | i | i | 0.1
Oc1ccc(/C=N\Nc2cc(N3CCOCC3)nc(N3CCOCC3)n2)c(O)c1 | i | i | i | i | 8 | i | i | i | i | i | 0.5
COc1ccc(Cl)cc1NC(=O)CN1c2ccccc2CC1C (configuration not stated) | i | · | i | i | 30 | i | i | i | i | i | -0.6
COc1ccc(OCCOCCN2CCc3ccccc3C2)cc1 | i | i | i | i | 11 | i | i | i | i | i | -0.2
O=C(NCCCl)c1ccc(OCc2ccccc2)cc1Cl | i | i | i | i | -1 | i | i | i | i | i | 1.7
N#CCC(=O)N/N=C/c1ccc(SCC(=O)Nc2ccccc2)o1 | i | i | i | i | 13 | i | i | i | i | i | 105*
CCN(CC)c1ccc(/C=N/N2C(C)CCCC2C)c(O)c1 (configuration not stated) | i | i | 7.7* | i | 15 | i | i | i | i | i | 0.1
Cc1ccc(SC(=O)COc2ccc(C)c(C)c2)cc1 | i | i | i | i | 39 | i | i | i | i | i | -40
CCNc1nc(SC(C)C(=O)OC)nc(N2CCOCC2)n1 (configuration not stated) | i | i | i | i | 25 | i | i | i | i | i | 0.0
O=C(OCCN=C1NS(=O)(=O)c2ccccc21)C1CC(=O)N(c2ccc3ccccc3c2)C1 (configuration not stated) | i | i | i | i | 0 | i | i | i | i | i | -0.2
COc1cccc(NC(=O)C2CCOC2=O)c1 (configuration not stated) | i | i | i | i | 14 | i | i | i | i | i | 0.3
COc1cc(/C=N/NC(=O)c2cccc(NC(=O)c3ccccc3C)c2)ccc1O | i | i | i | i | 17 | i | i | i | i | i | 0.5
NC(=O)CN1CCN(c2nc(-c3ccc(F)cc3)cs2)CC1 | i | i | i | i | 9 | i | i | i | i | i | 0.7
c1ccc(-n2c(SCC3CCCCO3)nnc2-c2cccs2)cc1 (configuration not stated) | i | i | i | i | 6 | i | i | i | i | i | 0.1

In a second layout: 3 of the compounds above.
canonical_smiles,TRPC4 PAM,PolyA inhibitor,MrgX1 allo act,TRPC4 block,AI-2 QS mod,TRPC4 act,MrgX1 antag,TRPC6 activator,TRPC6 inhibitor,MrgX1 agonist,HIF act
O=C(NCCCl)c1ccc(OCc2ccccc2)cc1Cl,i,i,i,i,-1,i,i,i,i,i,1.7
N#CCC(=O)N/N=C/c1ccc(SCC(=O)Nc2ccccc2)o1,i,i,i,i,13,i,i,i,i,i,105*
CCN(CC)c1ccc(/C=N/N2C(C)CCCC2C)c(O)c1 (configuration not stated),i,i,7.7*,i,15,i,i,i,i,i,0.1

The list continues:
SMILES | TRPC4 PAM | PolyA inhibitor | MrgX1 allo act | TRPC4 block | AI-2 QS mod | TRPC4 act | MrgX1 antag | TRPC6 activator | TRPC6 inhibitor | MrgX1 agonist | HIF act
O=[N+]([O-])c1cc(Cl)cc(/C=N\Nc2ccccn2)c1O | i | i | i | i | 48 | i | i | i | i | i | 21*
CC1(NC(=S)NCCO)CCS(=O)(=O)C1 (configuration not stated) | i | i | i | i | 15 | i | i | i | i | i | -0.5
CC(=O)Nc1ccc(C2=NN(c3ccccc3)C(c3ccccc3)C2)cc1 (configuration not stated) | i | i | i | i | 3 | i | i | i | i | i | -9.8
COc1ccc(-c2cc(C(F)(F)F)nc(N)n2)cc1 | i | i | i | i | -1 | i | i | i | i | i | 1.2
COc1ccc(/C=C2/C(=O)N(c3cccc(F)c3)N=C2C)c(OC)c1 | i | i | i | i | 5 | i | i | i | i | i | -1.7
CCN(C(=O)COC(=O)C(Cc1ccccc1)N1C(=O)c2ccccc2C1=O)C1CCS(=O)(=O)C1 (configuration not stated) | i | i | i | i | 36 | i | i | i | i | i | -0.2
O=C1[C@@H]2Cc3c([nH]c4ccccc34)C(c3ccccc3)N2C(=O)CN1C1CC1 (some centres not stated) | i | i | i | i | 18 | i | i | i | i | i | -46
CCOc1ccccc1CNC(=O)Cn1c(=O)oc2ccccc21 | i | i | i | i | 10 | i | i | i | i | i | 0.0
CC(C)(C)n1nnnc1C(c1ccc(C#N)cc1)N1CCCC2(CCCCC2)C1 (configuration not stated) | i | i | i | i | 33 | i | i | i | i | i | 0.0
CCOc1ccc(N(C)S(=O)(=O)c2cc(-c3cc(C)no3)ccc2CC)cc1 | i | i | i | i | 2 | i | i | i | i | i | -0.1
COc1ccc(NC(=O)c2ccc3c(c2)S(=O)(=O)c2ccccc2C3=O)cc1 | i | i | i | i | 18 | i | i | i | i | i | -0.1
COc1ccc(C)cc1NC(=O)c1nnn(Cc2cccc(C(F)(F)F)c2)c1N | i | i | i | i | -1 | i | i | i | i | i | -0.2
